Fam108B counter – counter-screen for RBBP9 inhibitors: inhibitors of mouse Fam108B; actives 0.33% (n = 300,000); AID 1947; inhibition, % at 9.51 µM; recombinant Fam108B, FP-Rh probe fluorescence polarization;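 active means inhibition above the screen mean inhibition plus 3 SD, computed separately per campaign, cut at about 18% in these data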;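 further: inhibitors lower polarization as less probe binds the enzyme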
MEX-5 binding – C. elegans MEX-5 TCR-2 RNA binding activity; AID 1832; activity score (negative = inhibition of binding), % at 10 µM; Q9XUB2; MEX-5/FITC-TCR2 RNA binding, fluorescence polarization; active compounds read low; actives 0.38% (n = 300,000);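 active means inhibition past about -25% in most replicates, and total fluorescence under double the plate's negative control median, limit read from the data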;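 further: 0% = DMSO and -100% = 5 µM competing unlabeled TCR2 RNA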
Target sequence (Q9XUB2 whole entry, looked up): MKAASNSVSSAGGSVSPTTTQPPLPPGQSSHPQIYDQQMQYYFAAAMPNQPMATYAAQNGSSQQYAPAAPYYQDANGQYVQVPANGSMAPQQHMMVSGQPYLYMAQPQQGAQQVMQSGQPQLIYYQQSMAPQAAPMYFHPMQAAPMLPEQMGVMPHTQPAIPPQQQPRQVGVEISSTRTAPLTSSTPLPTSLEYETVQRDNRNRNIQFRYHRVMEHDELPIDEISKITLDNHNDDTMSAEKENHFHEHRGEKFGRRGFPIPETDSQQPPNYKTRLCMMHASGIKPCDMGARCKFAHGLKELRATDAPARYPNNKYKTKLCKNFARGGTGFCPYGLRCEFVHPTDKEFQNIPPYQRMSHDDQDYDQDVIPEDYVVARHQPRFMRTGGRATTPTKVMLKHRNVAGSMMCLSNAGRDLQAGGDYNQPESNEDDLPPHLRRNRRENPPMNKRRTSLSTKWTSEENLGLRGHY
Efflux pump inh – inhibitors of Candida antifungal efflux pumps expressed in yeast. S. cerevisiae Candida pump triplex, Nile Red efflux. inhibition, % at 10 µM. actives 0.44% (n = 330,000). AID 485275;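 active means plate passing quality check with inhibition over a set limit, or well fluorescence over plate mean plus 4 SD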;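 further: Nile Red retained in pooled yeast measured as flow cytometry median fluorescence; 0% = buffer negative control and 100% = Enniatin B positive control; higher means more Nile Red kept so more efflux inhibition; some compounds called inactive have numbers as strong as hits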
ZTA counter – ZTA (EBV) inhibition in EBNA-1 counter-screen | P03206 | ZTA-DNA binding, fluorescence polarization | inhibition, % at 11 µM | actives 0.15% (n = 320,000) | AID 2234; in the data active means inhibition above about 33%
Target sequence (P03206 whole entry, looked up): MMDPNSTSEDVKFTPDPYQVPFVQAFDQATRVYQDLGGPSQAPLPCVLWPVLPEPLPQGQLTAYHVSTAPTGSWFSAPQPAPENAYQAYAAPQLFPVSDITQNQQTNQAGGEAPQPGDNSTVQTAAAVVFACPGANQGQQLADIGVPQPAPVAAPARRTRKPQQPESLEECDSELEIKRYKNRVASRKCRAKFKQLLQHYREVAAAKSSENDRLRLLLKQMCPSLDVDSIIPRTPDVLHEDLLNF
GLD-1 RNA inh – GLD-1-TGE RNA interaction inhibition (C. elegans). purified GLD-1 + fluorescein TGE RNA, fluorescence polarization. Q17339. actives 0.44% (n = 320,000). inhibition, % at 5.96 µM. AID 2280;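 active means percent inhibition above a per-plate cutoff, the plate mean of test compounds plus 3 SD, cut at about 30% in these data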;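 further: 0% = DMSO wells with GLD-1 and probe and 100% = wells lacking GLD-1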
EBNA-1 inh – blocks EBNA-1 binding to DNA | inhibition, % at 14.8 µM | EBNA-1 DNA binding, fluorescence polarization | actives 0.34% (n = 300,000); in the data active means inhibition above about 28%
MCL1-BIM inh – inhibitors of human MCL1 binding to BIM-BH3 peptide; inhibition, % at 10.9 µM; GST-MCL1 / FITC-Bim-BH3 fluorescence polarization; actives 0.68% (n = 320,000); Q07820;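 active means inhibition above the mean inhibition of all tested compounds plus 3 SD, set per campaign, cut at about 40% in these data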;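 further: 0% = DMSO wells and 100% = unlabeled Bim-BH3 peptide control; higher means more loss of mP so more displacement of Bim peptide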
Yeast superoxide – lowers age-related superoxide in aged yeast cells. S. cerevisiae aged cells, superoxide DHE fluorescence; active compounds read low. superoxide response (% of plate mean), % at 10 µM. actives 0.18% (n = 330,000);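 active means superoxide response under a set limit, about three screen SD below normal, cut at about 65% in these data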;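 further: yeast aged for seven days with compound at 30 °C before DHE staining; 100% = average MFI of all compound-treated wells on the plate with controls excluded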
BCLXL inh – blocks human Bcl-xL binding to Bim BH3 peptide | inhibition, % at 10.9 µM | GST-Bcl-xL / FITC-Bim BH3 peptide fluorescence polarization | AID 2129 | actives 0.7% (n = 320,000) | Q07817;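 active means inhibition above the mean of all tested compounds plus 3 SD, cutoff set per campaign, cut at about 30% in these data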;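 further: 0% = DMSO wells and 100% = unlabeled Bim-BH3 peptide competitor; inhibitors lower millipolarization by displacing the labeled peptide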
Target sequence (Q07817 whole entry, looked up): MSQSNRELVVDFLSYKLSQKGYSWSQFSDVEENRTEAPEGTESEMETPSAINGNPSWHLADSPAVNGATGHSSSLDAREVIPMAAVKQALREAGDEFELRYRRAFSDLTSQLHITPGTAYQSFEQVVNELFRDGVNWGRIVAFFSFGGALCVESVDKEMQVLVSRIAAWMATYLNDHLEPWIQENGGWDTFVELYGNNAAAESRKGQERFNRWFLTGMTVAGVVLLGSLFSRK
Active calls of the source: *; / = no result given.

SMILES | Fam108B counter | MEX-5 binding | Efflux pump inh | ZTA counter | GLD-1 RNA inh | EBNA-1 inh | MCL1-BIM inh | Yeast superoxide | BCLXL inh
CC(=O)c1ccc(NC(=S)NN2C(C)CCCC2C)cc1 (stereo not drawn) | 2 | -5.6 | 0.1 | 4 | 0 | 4 | 7 | 105 | 3
COc1cc(OC)c2c(C)cc(=O)oc2c1C(CCN1CCOCC1)c1ccc2c(c1)OCO2 (stereo not drawn) | 0 | -1.1 | / | -2 | -1 | -4 | -5 | / | 3
CCC(Oc1ccccc1)C(=O)Nc1nnc(S(=O)(=O)N2CCCC2)s1 (stereo not drawn) | 0 | 0.1 | -0.2 | 17 | 1 | 8 | 1 | 101 | -4
C/C(=N\NC(=O)c1ccc(Cl)cc1)c1cccnc1 | -2 | -0.5 | 0.0 | 9 | -2 | -2 | -3 | 109 | -7
CCN(CC)S(=O)(=O)c1ccc(OC)c(NC(=O)C2CC(=O)N(c3ccc4c(c3)OCCO4)C2)c1 (stereo not drawn) | -1 | 1.5 | -0.5 | 0 | 5 | -2 | -6 | 92 | -3
CC(=O)c1nn(-c2ccccc2)cc1C(=O)c1cccc(Br)c1 | 1 | -0.9 | -0.2 | -8 | -10 | -2 | 8 | 93 | 0
COc1cc(OC)c2cc(C(=O)N[C@H](C(=O)N3CCC[C@H]3C(=O)O)C(C)C)n(C)c2c1 | 4 | -1.6 | 0.3 | -2 | -10 | 4 | 9 | 83 | 8
Cc1cc(=O)oc2cc(OCC(=O)NC(Cc3c[nH]c4ccc(O)cc34)C(=O)O)c(Cl)cc12 (stereo not drawn) | 1 | -5.5 | -0.2 | 0 | -2 | 7 | 10 | 93 | 8
Cc1ccc(S(=O)(=O)N2CCN(C(=O)CSc3ncc(C(F)(F)F)cc3Cl)CC2)cc1 | 4 | 0.3 | -0.1 | 6 | 9 | 3 | -6 | 89 | -3
CCOc1ccc(OCCC(=O)N2CCN(S(=O)(=O)c3cccc(F)c3)CC2)cc1 | -1 | 5.2 | -0.1 | -4 | -3 | -12 | -6 | 84 | -4
CC1CCN(C(=O)COc2ccc3ccccc3c2Br)CC1 | -2 | 0.9 | -0.1 | -7 | 10 | 2 | 2 | 97 | 2
COc1ccc(-n2ncc3c2CC(C)(C)CC3NC(=O)CSc2ccccn2)cc1 (stereo not drawn) | 0 | -0.4 | 0.2 | -8 | -7 | -10 | 6 | 85 | 2
O=C1CCCN1CCC(=O)N1CCCC(Nc2ccc(F)cc2)C1 (stereo not drawn) | 1 | 0.5 | 0.2 | 5 | 1 | 3 | 0 | 110 | 3
COc1ccc(OCC(O)CNC(=O)/C=C/c2cccc([N+](=O)[O-])c2)cc1 (stereo not drawn) | -3 | -0.5 | 0.0 | 10 | 6 | 1 | -5 | 106 | -4
Cc1cccc(N2C(=O)CN(Cc3ccccc3)C2=S)c1 | 0 | 0.4 | 0.0 | -1 | 4 | 4 | 4 | 103 | 8
CCOc1ccccc1CNC(=O)c1cn(C)c(=O)c2c1c1ccccc1n2C | 2 | -1.4 | 0.0 | 5 | 1 | -4 | -2 | 109 | 6
COC(=O)c1ccc(SCc2cnc(Cl)s2)cc1 | -1 | 0.8 | -0.1 | -1 | 3 | 2 | 3 | 99 | 5
O=C(O)CC(NCc1ccco1)C(=O)OCC1CCCO1 (stereo not drawn) | -3 | -2.4 | 0.7* | -4 | -3 | -13 | -6 | 104 | -5
COc1ccc(C(NC(N)=O)c2ccccc2)cc1 (stereo not drawn) | -2 | 0.3 | -0.1 | 16 | 6 | 2 | 9 | 110 | 0
O=C(c1cc(COc2ccc(F)cc2F)on1)N1CCN(C2CCCC2)C(=O)C1 | 1 | -1.1 | -0.5 | 19 | 5 | 4 | 8 | 108 | 8
COc1ccc(-n2c(=O)c3ccccc3n(Cc3cccc(C)c3)c2=O)cc1OC | 4 | 0.9 | 0.1 | 6 | 2 | -8 | 4 | 103 | 2
C=CCN1C(=O)c2ccc(C(=O)N3CCN(S(=O)(=O)c4ccc(C(C)C)cc4)CC3)cc2C1=O | 5 | -3.8 | 0.0 | -5 | 0 | -4 | -3 | 105 | 2
O=C(Nc1cccnc1)c1c(F)cccc1F | 1 | 0.5 | -0.1 | 6 | 4 | 5 | 15 | 103 | 4
C/C(CC(=O)Nc1cccc(Cl)c1Cl)=N\NC(=O)C(=O)N1CCCC1 | -1 | 0.7 | 0.1 | -6 | 5 | -8 | 9 | 99 | 7
Cc1ccc(C(=O)Nc2cccc([N+](=O)[O-])c2)cc1S(=O)(=O)Nc1ccc(C(=O)O)cc1 | -1 | -1.3 | 0.0 | 0 | 2 | 3 | 13 | 88 | 10

2 entries from above, as tab-separated lines.
Compound	Fam108B counter	MEX-5 binding	Efflux pump inh	ZTA counter	GLD-1 RNA inh	EBNA-1 inh	MCL1-BIM inh	Yeast superoxide	BCLXL inh
O=C(Nc1cccnc1)c1c(F)cccc1F	1	0.5	-0.1	6	4	5	15	103	4
C/C(CC(=O)Nc1cccc(Cl)c1Cl)=N\NC(=O)C(=O)N1CCCC1	-1	0.7	0.1	-6	5	-8	9	99	7

Next section:
SMILES | Fam108B counter | MEX-5 binding | Efflux pump inh | ZTA counter | GLD-1 RNA inh | EBNA-1 inh | MCL1-BIM inh | Yeast superoxide | BCLXL inh
Cc1ccc(NC(=O)CSCc2nc3c(nnn3Cc3ccc(F)cc3)c(=O)[nH]2)c(C)c1 | 1 | / | 0.0 | 11 | 4 | 6 | 7 | 101 | 2
COc1ccc(CNC(=O)C2CCC(=O)N(CCCN3CCCC3=O)C2)c(OC)c1 (stereo not drawn) | 0 | -3.7 | 0.3 | 12 | 3 | 11 | -3 | 98 | -3
O=C(COc1ccccc1Cl)Nc1ccc(C(=O)c2ccc(C(=O)O)cc2)cc1 | -5 | 1.0 | -0.2 | 3 | 4 | 3 | -2 | 108 | -6
COc1ccc(NC(=O)CCN2CCN(S(=O)(=O)c3ccc(F)cc3)CC2)cc1 | -1 | -2.4 | 0.0 | 5 | 6 | 9 | 2 | 101 | 5
CCn1cnc2cc(NCc3ccc(N(C)C)cc3)ccc21 | 1 | 0.2 | -0.1 | -14 | 0 | -4 | 10 | 96 | 12
O=C(Cc1ccccc1Cl)Nc1cccc(S(=O)(=O)N2CCOCC2)c1 | 3 | -2.5 | 0.1 | -14 | 8 | -6 | -8 | 112 | -1
O=C(COC(=O)CCc1ccc(S(=O)(=O)N2CCOCC2)cc1)Nc1cccc(Cl)c1 | 2 | -2.0 | 0.0 | 16 | -3 | 12 | -2 | 138 | 1
N#Cc1cccc(C#N)c1NCC1CCCO1 (stereo not drawn) | 3 | -2.9 | -0.1 | -4 | 1 | -1 | 10 | 102 | 4
O=C(CCS(=O)(=O)c1cccc2nonc12)NCc1ccc(Cl)cc1 | -3 | -0.1 | 0.0 | -3 | -5 | -8 | 7 | 104 | 8
Cc1ccnc(SCC(=O)Nc2cc(C)on2)n1 | 3 | -0.7 | 0.0 | -7 | 7 | 6 | 1 | 100 | 2
COc1ccc(/C=C2\C(=O)ON=C2c2ccccc2)cc1OC | -5 | 2.6 | -0.1 | -5 | 2 | -1 | 9 | 115 | 5
CC(=O)Nc1ccc(S(=O)(=O)NC2=NCN(c3ccc([N+](=O)[O-])cc3)CN2)cc1 | -1 | 1.5 | 1.5 | 4 | -11 | -5 | 3 | 95 | -1
COc1cccc(/C=N/NC(=O)CSc2nnc(C)n2-c2ccccc2)c1O | -4 | 1.1 | 0.1 | -1 | -2 | -2 | 2 | 97 | 5
Cc1cc([N+](=O)[O-])cc2c1NC(c1ccccn1)C1CC=CC21 (stereo not drawn) | 4 | -2.8 | -0.1 | 6 | -4 | 2 | 19 | 88 | 11
CCOC(=O)c1c(NC(=O)CSc2nnc(-c3cccnc3)n2Cc2ccco2)sc(C)c1C | -2 | -3.3 | 0.1 | -2 | 4 | 6 | -9 | 86 | -8
O=[N+]([O-])c1ccccc1CN1CCN(Cc2ccccn2)CC1 | -1 | -1.7 | -0.1 | -2 | 4 | 5 | 4 | 102 | 5
Cc1ccc(CNC(=O)CO/N=C/c2ccc3c(c2)OCO3)cc1 | 0 | 0.9 | -0.1 | -1 | -7 | 6 | 4 | 120 | 4
CC(C)(C)NC(=O)C(OC(=O)c1ccco1)c1ccccc1F (stereo not drawn) | -2 | 2.2 | -0.1 | 2 | -2 | 4 | -2 | 87 | 3
CCn1cc(CN2CCN(Cc3ccc(C)o3)C(CCO)C2)c2ccccc21 (stereo not drawn) | 2 | 1.0 | 0.1 | 6 | 5 | 5 | -5 | 90 | 1
CCOc1cc(/C=C2\COc3ccccc3C2=O)cc(Br)c1OCC(=O)N(C)C | -3 | 1.0 | 0.1 | 4 | 3 | -7 | 5 | 116 | 5
COc1ccc(NC(=O)C(CCCCNC(=O)OC(C)(C)C)NC(=O)OCc2ccccc2)cc1 (stereo not drawn) | 0 | -0.7 | 0.4 | -16 | 5 | -4 | -12 | 98 | -3
CC(C)(C)NC(=O)NC(=O)COC(=O)Cn1cnc2ccccc2c1=O | 2 | 1.2 | -0.1 | 11 | 5 | 5 | 3 | 119 | 0
Cc1cc(C)nc(SCC(=O)c2ccc(F)cc2F)n1 | -3 | -2.4 | -0.1 | -4 | 7 | -4 | -4 | 97 | 3
COc1ccc(C(=O)N/C(=C\c2ccccc2)C(=O)NCCCn2ccnc2)cc1 | -5 | -0.6 | 0.4 | -10 | -3 | -14 | -6 | 104 | -3
COC(=O)c1nnn(-c2nonc2N)c1CSc1nnc(C)s1 | -4 | 0.4 | 0.0 | 4 | 0 | 0 | 2 | 95 | 2
O=C1CCCCN1CC(=O)N1CCCC(Nc2ccc(F)c(F)c2)C1 (stereo not drawn) | -1 | 0.4 | -0.2 | -4 | 0 | -1 | -1 | 88 | 3
S=C(Nc1ccc(Cl)cc1)N1CCCCC1 | 7 | -3.0 | -0.1 | -2 | -1 | 7 | 16 | 109 | -1
COc1cccc(Oc2nnnn2-c2ccccc2)c1 | -3 | 0.8 | 0.0 | -1 | 5 | -2 | 34 | 109 | 5

Ordered by number of heavy atoms (low to high): 10 of the compounds above.
SMILES | Fam108B counter | MEX-5 binding | Efflux pump inh | ZTA counter | GLD-1 RNA inh | EBNA-1 inh | MCL1-BIM inh | Yeast superoxide | BCLXL inh
Cc1cc(C)nc(SCC(=O)c2ccc(F)cc2F)n1 | -3 | -2.4 | -0.1 | -4 | 7 | -4 | -4 | 97 | 3
CCn1cnc2cc(NCc3ccc(N(C)C)cc3)ccc21 | 1 | 0.2 | -0.1 | -14 | 0 | -4 | 10 | 96 | 12
O=[N+]([O-])c1ccccc1CN1CCN(Cc2ccccn2)CC1 | -1 | -1.7 | -0.1 | -2 | 4 | 5 | 4 | 102 | 5
Cc1ccc(CNC(=O)CO/N=C/c2ccc3c(c2)OCO3)cc1 | 0 | 0.9 | -0.1 | -1 | -7 | 6 | 4 | 120 | 4
O=C(CCS(=O)(=O)c1cccc2nonc12)NCc1ccc(Cl)cc1 | -3 | -0.1 | 0.0 | -3 | -5 | -8 | 7 | 104 | 8
O=C(Cc1ccccc1Cl)Nc1cccc(S(=O)(=O)N2CCOCC2)c1 | 3 | -2.5 | 0.1 | -14 | 8 | -6 | -8 | 112 | -1
CCn1cc(CN2CCN(Cc3ccc(C)o3)C(CCO)C2)c2ccccc21 (stereo not drawn) | 2 | 1.0 | 0.1 | 6 | 5 | 5 | -5 | 90 | 1
CC(=O)Nc1ccc(S(=O)(=O)NC2=NCN(c3ccc([N+](=O)[O-])cc3)CN2)cc1 | -1 | 1.5 | 1.5 | 4 | -11 | -5 | 3 | 95 | -1
COc1ccc(C(=O)N/C(=C\c2ccccc2)C(=O)NCCCn2ccnc2)cc1 | -5 | -0.6 | 0.4 | -10 | -3 | -14 | -6 | 104 | -3
O=C(COC(=O)CCc1ccc(S(=O)(=O)N2CCOCC2)cc1)Nc1cccc(Cl)c1 | 2 | -2.0 | 0.0 | 16 | -3 | 12 | -2 | 138 | 1

From PubChem BioAssay
